EPAC1 antag: qHTS for Antagonist of cAMP-regulated guanine nucleotide exchange factor 3 (EPAC1): primary screen; AID 720709, 2013; Rap guanine nucleotide exchange factor 3 (Homo sapiens), O95398; 360,000 compounds, 0.14% hits; EPAC1 GEF assay, Rap1b-BODIPY-GDP exchange fluorescence; Potency, µM (series often up to 115 µM), for the others: at the highest dose activity change, negative = inhibition, hits mostly inhibitors;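 note: potency is the fitted concentration of half-maximal effect; plate controls were vehicle for no effect and positive control for full effect; nearly all actives have a fitted effect of over 50% in size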
WRN helicase inh: qHTS for Inhibitors of WRN Helicase; Bifunctional 3'-5' exonuclease/ATP-dependent helicase WRN (Homo sapiens), Q14191; WRN helicase unwinding, fluorescent forked duplex, kinetic; Potency, µM (series often up to 114 µM), without a hit: at the highest dose activity change, negative = inhibition, hits mostly inhibitors; 360,000 compounds, 0.46% hits; note: potency is the fitted concentration of half-maximal effect; % is set by controls: 0 for no effect and ±100 for the full control effect; nearly all actives have a fitted effect of over 55% in size
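Screening of the MLSMR collection measured strand separation of a quenched forked DNA duplex (100 nM) by 20 nM WRN with 2 mM ATP, all final. Compounds were preincubated with enzyme 15 min at room temperature.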
FUS yeast rescue: qHTS for Suppressors of FUS Proteinopathy: Primary screen using FUS-linked yeast assay; S. cerevisiae FUS-expressing, growth rescue, OD600, 24 h; Potency, µM (highest dose often 76.6 µM), for inactives: at the top dose growth rescue (activation), usual class: activators; 390,000 compounds, 0.24% hits;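 note: potency is the fitted concentration of half-maximal effect; plate controls were DMSO vehicle for no effect and reference control for full effect; nearly all actives have a fitted effect of over 55% in size; some results filed as inactive show a strong effect at the top dose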
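Yeast expressing FUS under galactose induction, OD 0.005 in 2% galactose medium; compounds in a dilution series, 24 h at 30C. Growth rescue by absorbance at 600 nm; CP55940 positive control, DMSO negative.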
aSyn yeast inh: qHTS of alpha-syn Inhibitors; Yeast expressing alpha-synuclein, growth rescue, BacTiter-Glo, 24 h; Potency, µM (titrated, usually from 46.1 µM), for inactives: at the top dose growth rescue (activation), actives largely listed as activators; 370,000 compounds, 0.14% hits; AID 652106, 2013; note: potency is the fitted concentration of half-maximal effect; % of control where 0% means no effect; nearly all actives have a fitted effect of over 65% in size
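Readout is rescue of growth in alpha-synuclein-expressing yeast, so inhibitors of toxicity appear as activators. Growth after 24 hr at 30 deg C in galactose medium is quantified by luminescence.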
IL2 activator: qHTS of IL-2 Activators. IL-2 activation reporter assay, cell-based qHTS; stimulated with anti-CD3/CD4/CD28 beads; in transgenic mouse T cells. activation, % (series mostly up to about 46 µM). 360,000 compounds, 0.065% hits. AID 652025, 2013; in the data active = activation above about 50%; inconclusive = mostly about 30% to 49%; note: 0% is about no effect
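First, unstimulated transgenic mouse T cells were exposed to compound for 60 min. Next, anti-CD3/anti-CD4-coated beads with anti-CD28 were added. Finally, after 18 h at 37 degrees C, EGFP and DsRed were imaged.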
Abeta yeast res: qHTS for compounds that reverse cellular toxicity of Amyloid beta (A-beta) peptide in yeast: Primary Screen; yeast expressing A-beta42, growth rescue, OD600, 48 h; response scale: 0% DMSO, 100% iron-clioquinol control; Potency, µM (highest dose often 46.1 µM), for inactives: top-dose growth rescue, most hits filed as activators; 410,000 compounds, 0.063% hits; AID 1347071, 2019; note: potency is the fitted concentration of half-maximal effect; nearly all actives have a fitted effect of over 55% in size
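Growth rescue measured by 600 nm absorbance after 48 h yeast culture at 30 C with compound. Values normalized between DMSO and an equimolar ferric chloride plus clioquinol control.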
PLK1 PBD inh: qHTS for Inhibitors of PLK1-PDB (polo-like kinase 1 - polo-box domain): Primary Screen; Serine/threonine-protein kinase PLK1 (Homo sapiens), P53350; Plk1 PBD binding of FITC phosphopeptide, fluorescence polarization; Potency, µM, without a hit: max response, negative = inhibition, most hits filed as inhibitors; 360,000 compounds, 2.8% hits; AID 720504, 2013; note: potency is the fitted concentration of half-maximal effect; series mostly up to about 57 µM; % is set by controls: 0 for no effect and ±100 for the full control effect; nearly all actives have a fitted effect of over 65% in size
Target sequence (P53350 whole entry, looked up, the tested form may be a part): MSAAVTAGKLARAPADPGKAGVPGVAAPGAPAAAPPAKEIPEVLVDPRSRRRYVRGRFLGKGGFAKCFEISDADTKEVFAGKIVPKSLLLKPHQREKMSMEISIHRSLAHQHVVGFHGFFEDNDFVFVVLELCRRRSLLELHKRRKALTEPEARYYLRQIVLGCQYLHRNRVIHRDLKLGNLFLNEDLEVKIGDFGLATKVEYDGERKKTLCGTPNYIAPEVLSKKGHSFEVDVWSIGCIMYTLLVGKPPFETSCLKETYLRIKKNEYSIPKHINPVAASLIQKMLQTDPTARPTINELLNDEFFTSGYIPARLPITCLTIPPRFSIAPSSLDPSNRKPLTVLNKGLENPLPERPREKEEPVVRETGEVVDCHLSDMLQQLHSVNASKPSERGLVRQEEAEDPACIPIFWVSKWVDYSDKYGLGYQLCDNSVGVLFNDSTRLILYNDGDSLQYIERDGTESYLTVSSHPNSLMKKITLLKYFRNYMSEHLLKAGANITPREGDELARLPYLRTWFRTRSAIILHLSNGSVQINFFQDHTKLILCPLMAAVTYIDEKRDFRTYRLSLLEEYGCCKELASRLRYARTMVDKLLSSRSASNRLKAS
EPAC1 agonist: qHTS for Agonist of cAMP-regulated guanine nucleotide exchange factor 3 (EPAC1): primary screen; Potency, µM (top dose mostly 154 µM), inactives show top-dose activation, most hits filed as activators; EPAC1 agonist qHTS, biochemical assay; response scale: 100% = response to 6.5 mM cAMP; Rap guanine nucleotide exchange factor 3 (Homo sapiens), O95398; AID 720707, 2013; 360,000 compounds, 0.073% hits; note: potency is the fitted concentration of half-maximal effect; nearly all actives have a fitted effect of over 60% in size
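Nucleotide exchange assay: 100 nM EPAC1 with 250 nM Rap1B loaded with BODIPY-GDP and 50 uM GDP, room temperature. Fluorescence (480/540 nm) read every 5 min for 30 min; signal change normalized to 6.5 mM cAMP as full agonist.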
PI5P4Ka inh: qHTS for Inhibitors of phosphatidylinositol 5-phosphate 4-kinase (PI5P4K) | AID 652105, 2013 | max response, % | PI5P4Kalpha enzyme, ADP-Glo luminescence, 60 min; stronger effect = lower value | 330,000 compounds, 1.2% hits; active = max response of -50% or lower; inconclusive = between -30% and -50%; inactive = -30% or higher; note: value at the top dose of about 77 µM; % is set by controls: 0 for no effect and ±100 for the full control effect
Target sequence (P48426 whole entry, looked up): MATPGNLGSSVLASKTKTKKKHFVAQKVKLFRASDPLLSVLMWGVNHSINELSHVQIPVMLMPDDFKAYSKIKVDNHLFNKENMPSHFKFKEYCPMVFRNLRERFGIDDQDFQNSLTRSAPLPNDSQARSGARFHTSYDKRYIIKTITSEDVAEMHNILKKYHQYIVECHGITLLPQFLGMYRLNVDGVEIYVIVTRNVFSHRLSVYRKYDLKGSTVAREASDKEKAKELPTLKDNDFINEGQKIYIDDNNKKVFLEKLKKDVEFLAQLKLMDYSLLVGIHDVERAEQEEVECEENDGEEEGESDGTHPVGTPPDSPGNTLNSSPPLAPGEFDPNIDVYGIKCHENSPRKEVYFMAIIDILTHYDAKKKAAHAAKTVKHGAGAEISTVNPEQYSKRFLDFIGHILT
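ADP-Glo luminescence end-point after a 60 min room-temperature kinase reaction. PI5P4Kalpha and substrate in HEPES pH 7.4 buffer with EGTA, 0.1% CHAPS and 5% DMSO; ATP at 5 microM final.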
Numbers without * were called inactive; ? = inconclusive; . = not tested or not shown; [ ] = another dose, or the depositor's remark. Unless noted, calls come from the whole dose curve; as a rule, active = well fitted curve in the direction sought with a large enough effect; inconclusive = small, poorly fitted or top-dose-only effect, or another doubt; inactive = no such curve, though single readings can be large; an effect the other way counts as inactive or inconclusive.

| SMILES | EPAC1 antag | WRN helicase inh | FUS yeast rescue | aSyn yeast inh | IL2 activator | Abeta yeast res | PLK1 PBD inh | EPAC1 agonist | PI5P4Ka inh |
| --- | --- | --- | --- | --- | --- | --- | --- | --- | --- |
| Cc1ccc(OCC(=O)Nc2ccccc2N2CCCC2)c(C)c1 | ? | -12% | 24% | -2% | -2.4 | 4% | -13% | -24% | 11 |
| CN(C)C=NC(=O)/C(C#N)=C/c1ccccc1 | 8% | -8% | 14% | -1% | 1.2 | -4% | 0% | 2% | -19 |
| O=c1cc(O)c2c(=O)n(-c3ccccc3)c3c(c2o1)CCCCC3 | 12% | 5% | 1% | -13% | -0.1 | -1% | -4% | -2% | -8 |
| Cc1cc(C(=O)CCl)c(C)n1-c1cccc([N+](=O)[O-])c1 | -24% | 0% | 10% | -14% | -3.9 | -56% | ? | 7% | 3 |
| CCc1ccc(-c2cc(C)no2)cc1S(=O)(=O)N1CCN(c2cc(C)ccc2C)CC1 | -6% | -9% | 13% | 15% | -4.3 | 13% | -10% | -1% | 0 |
| CCNc1nc2nonc2nc1NCC | 3% | 8% | -1% | 2% | 0.2 | 3% | -6% | 20% | 6 |
| CCCCCCCc1ccc(-c2ccc(O)cc2)nc1 | ? | 6%[57.1 µM] | 20% | 4% | -0.1 | -34% | 24µM* | 3% | 5 |
| O=C(OCc1ccccc1)N1CCC2CC1c1cc(N3CCOCC3)ccc12 (stereo not given) | -9% | -2% | 18% | -4% | -0.3 | -2% | -8% | 5% | 0 |
| CC(=O)c1c(-c2ccccc2)c2cc(Cl)ccc2[nH]c1=O | 2% | -11% | 15% | -3% | -0.6 | 1% | -13% | -5% | 8 |
| Cc1c(NC(=O)/C(C#N)=C/c2c(N3CCCCC3)nc3ccccn3c2=O)c(=O)n(-c2ccccc2)n1C | -2% | 0% | -4% | -4% | 0.3 | -3% | -12% | 8% | 0 |
| O=C(Nc1ccccc1)c1ccccc1OS(=O)(=O)c1ccccc1 | ? | -4% | 6% | 8% | 0.4 | 18% | -4% | 7% | 4 |
| COc1ccc(OC)c(NS(=O)(=O)c2ccc(NC(=O)c3ccc(NS(C)(=O)=O)cc3)cc2)c1 | -22% | 1% | . | 6% | -2.2 | 7% | -3% | -7% | -6 |
| COc1cc(C(C(=O)NC2CCCCC2)N(C(=O)Cc2c[nH]c3ccccc23)c2ccccc2C)cc(OC)c1OC (stereo not given) | -3% | -4% | 22µM* | 4% | -2.2 | 8% | 4% | 3% | -4 |
| Cc1cc(NC(=O)CSCC(=O)N2CCN(c3cccc(C)c3C)CC2)no1 | 12% | 8% | 11% | ? | 0.0 | 2% | 1% | 2% | 1 |
| FC(F)(F)c1cc(-c2ccccc2)nc(-n2cncn2)n1 | 1% | -4% | -15% | -1% | 1.6 | 4% | 0% | -1% | . |
| Cc1cccc(-n2cnc3cc(C(=O)N4CCCCC4)ccc32)c1 | -2% | -1% | 40% | . | -0.5 | -5% | -10% | 6% | . |
| CC(C(=O)OCC(=O)Nc1ccccc1OC(F)F)N1C(=O)C2CC=CCC2C1=O (stereo not given) | 13% | 2% | 18% | 18% | -0.7 | 2% | 7% | -16% | -1 |
| CN(C)S(=O)(=O)c1cc(NC(=O)CN2CCN(c3ccccc3O)CC2)ccc1Cl | 0% | -6% | 19% | 10% | -0.1 | 23% | -11% | 0% | -17 |
| CC(C)S(=O)(=O)c1csc(C(=O)Nc2ccc(F)cc2)c1N | -23% | -4% | 13% | -14% | -4.5 | -32% | 1% | -6% | -16 |
| O=C(O)c1c(Cl)c(Cl)c(Cl)c(Cl)c1C(=O)N1CCOCC1 | ? | -15% | 10% | -3% | -0.8 | 7% | -6% | 0% | 0 |
| Clc1cccc(Cl)c1-c1nnc2cccc(Cl)n12 | 5% | -3% | 19% | 1% | -0.7 | -6% | -10% | 3% | -3 |
| O=C(C1CCCN(S(=O)(=O)c2cc(Cl)ccc2Cl)C1)N1CCCC1 (stereo not given) | 10% | -3% | . | 5% | -2.0 | -15% | 3% | 0% | 1 |
| Cc1c2n(c3ccccc13)CCC2=O | -7% | 0% | 0% | 2% | -1.8 | -6% | -3% | 9% | 9 |
| COc1cc(/C=C/C(=O)N(Cc2ccccc2)c2ccccn2)cc(OC)c1OC | 11% | -10% | . | -5% | 1.4 | -4% | ? | 5% | -5 |
| COC(=O)c1ccc(NC(=O)CN2C(=O)NC3(CCC(C)CC3)C2=O)cc1 (stereo not given) | -1% | 7% | -9% | 0% | 0.2 | -7% | 2% | 5% | -6 |
| O=C(CNCc1ccc(Cl)cc1)Nc1ccc(C(=O)N2CCCCCC2)cc1 | -15% | -25% | 8% | -6% | -2.2 | -2% | 0% | -4% | 1 |
| COc1ccc(C)cc1N(CC(=O)N1CCCCCC1)S(C)(=O)=O | -20% | 2% | 14% | -1% | -0.4 | 12% | ? | 7% | -1 |
| O=C(Cc1ccc(NC(=O)C2CCCN(C(=O)C3CCC3)C2)cc1)Nc1cccc(C(=O)N2CCCC2)c1 (stereo not given) | 5% | -2% | 15% | -7% | 0.0 | -8% | -3% | -9% | -7 |
| CC(C)(C)c1ccc(/C=C/C(=O)NC2=NCCS2)cc1 | 7% | -9% | 17% | -9% | 0.0 | -8% | -5% | -5% | 7 |
| Cn1c(=O)c(N)c2c3c(c(Br)ccc31)C(=O)c1ccccc1-2 | 31%[activator] | -20% | 13% | 8% | 2.8 | . | 0.6µM* | 112µM* | 2 |
| CC(=O)Nc1nonc1-c1nc2ccccc2n1CCC#N | 0% | 0% | 3% | 0% | -0.2 | -10% | -2% | -4% | . |
| CC(=O)Oc1cc(O)c2c(c1)OC(c1ccc(OC(C)=O)c(OC(C)=O)c1)C(OC(C)=O)C2=O (stereo not given) | ? | -11% | 6% | -5% | -4.0 | 14% | -21% | -11% | ? |
| COc1ccc(C(=O)Nc2ccc(CN3CCCCC3)cc2)cc1 | 6% | 4% | -8% | -3% | 1.3 | -4% | -2% | -3% | 2 |
| COc1ccc(N2CCN(CC(=O)NC(C)c3ccccc3)CC2)cc1 (stereo not given) | -4% | 14% | 6% | 5% | -0.7 | 4% | -20% | 0% | 4 |
| Cc1ccccc1NC(=O)CSC1=C(C#N)C(c2ccsc2)CC(=O)N1 (stereo not given) | 6% | -5% | 12% | 2% | 1.5 | 18% | 2% | -5% | -6 |
| COc1cc(CNc2ccc3[nH]c(=O)[nH]c3c2)ccc1OCc1c(F)cccc1Cl | -15% | 3% | 36% | -2% | -3.2 | -11% | -11% | 13% | -11 |
| Cc1cccc(C(C)C)c1NC(=O)CSc1cccc[n+]1[O-] | -6% | ? | -7% | -1% | 0.2 | 8% | -7% | 7% | 3 |
| COc1ccc(NC(=O)NC(c2ccccc2)c2ccccc2)c(OC)c1 | ? | -1% | -12% | 3% | 0.5 | -5% | -12% | 11% | 2 |
| CCOC(=O)C1CCN(C(=O)c2cnn3c(C)cc(C)nc23)CC1 | -20% | 15% | 17% | -8% | -1.7 | -13% | -4% | 2% | 0 |
| CCc1ccc(NC(=O)CSc2nc(=O)n(CCN(C)C)c3c2CCCC3)cc1 | -7% | 6% | 5% | 3% | 0.0 | 4% | -1% | ? | 1 |
| Cc1ccc(CSc2nc3nc(C)cc(C)c3c(=O)[nH]2)cc1 | -3% | -5% | 5% | 0% | 0.4 | 13% | 2% | 1% | -1 |
| Cn1nc(C(=O)Nc2cccc(C(F)(F)F)c2)c2ccccc2c1=O | -6% | -16% | . | 9% | -0.6 | -7% | 2% | -12% | 24 |
| CC(C)OC(=O)CSc1nnc(-c2ccco2)n1N | -15% | -3% | . | 3% | 1.2 | 2% | -2% | -2% | 2 |
| Cc1ccc(C(=O)NCc2ccccn2)o1 | 5% | 3% | . | 0% | -0.1 | ? | 0% | -5% | -1 |
| N#Cc1cnc2ncnn2c1-c1ccccc1 | 2% | -3% | 4% | 2% | 1.3 | 0% | 2% | -15% | -5 |
| COc1ccc(C(=O)NCc2nnc(SCC(=O)Nc3cccc(OC)c3)o2)cc1 | 3% | 6% | 4% | -4% | -2.5 | -2% | -12% | -2% | -4 |
| CC(C)CC(=O)NC(c1ccccc1Cl)c1c(O)ccc2ccccc12 (stereo not given) | -1% | -11% | . | 3% | -1.3 | 10% | 0% | -3% | 5 |
| Cc1noc(C)c1S(=O)(=O)N(C)C[C@H]1OCc2cnnn2CCCC(=O)N([C@@H](C)CO)C[C@H]1C | -17% | 6% | -11% | 0% | -3.9 | -4% | -27% | 17% | -2 |
| Cc1cccc(C)c1OC(=O)CSc1nnc(-c2ccccc2O)o1 | -7% | -1% | 34% | 5% | -3.1 | -7% | -13% | -5% | . |
| COc1cc(NC(=O)COc2ccccc2[N+](=O)[O-])ccc1NC(=O)c1cccs1 | ? | -24% | 14% | ? | 4.7 | 1% | 0% | 7% | 0 |
| O=C(COc1ccc(Cl)cc1Br)Nc1ccncc1 | -14% | 3% | 4% | -4% | -0.7 | 3% | 46%[activator] | 9% | 4 |
| Cc1nc(C(=O)O)cc2c1[nH]c1ccccc12 | 4% | -16% | -16% | 1% | 0.0 | -13% | -4% | -5% | -4 |
| COCCN1C(=O)c2oc3cc(C)c(C)cc3c(=O)c2C1c1cccc(O)c1 (stereo not given) | 1% | 2% | 4% | 2% | -3.6 | 2% | -12% | 2% | 0 |

From PubChem

This is a random part of the collection (roughly 4.1% active in at least one column).
